# CHOP UPR activ – activators of apoptotic CHOP UPR arm, primary screen, cell-based, CHO-CHOP luciferase reporter, luminescence, uHTS; activation, % at 10 µM; AID 449763, 2010; UPR activation; percent of tunicamycin response over DMSO baseline; 0.34% of 330,000 active;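 active = at 10 µM dose, activation of 40% or more, normalized to positive control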;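 also: 100% = tunicamycin at 10 µg/mL and 0% = DMSO alone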
#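 Material: CHO-CHOP cells, stable luciferase reporter of PERK-eIF2a-CHOP signalling; quantity: 500 reporter cells seeded per well; buffer or medium: F12 medium containing 10% fetal bovine serum; compound: one dose, 10 µM in 0.5% DMSO; incubation: 6 h compound treatment, 37 °C; measured by: Steady-Glo luciferase luminescence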
# CCR6 antagonist – CCR6 receptor antagonists, primary screen, cell-based, CHO-K1, luminescence, beta-arrestin, uHTS | C-C chemokine receptor type 6 (Homo sapiens), P51684 | CHO-K1 CCR6 PathHunter beta-arrestin, CCL20-stimulated | inhibition, % at 20 µM | 0.49% of 340,000 active;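 active = compounds whose inhibition of the agonist-driven luminescence signal at 20 µM reaches about 50%, limit read from the data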;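 also: cells stimulated with CCL20 at 14 nM final; plate controls were DMSO with CCL20 for no effect and DMSO without agonist for full effect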
# Mdm2-MdmX inh – inhibitors of human Mdm2-MdmX association, primary screen, cell-based, luminescence, split luciferase, SaOS-2, uHTS. 3% of 330,000 active. SaOS-2 split-luciferase Mdm2/MdmX complementation. inhibition, % at 8 µM;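 active = inhibition of at least 50% at 8 µM in the primary screen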
# APJ agonist – agonists of human apelin receptor APJ, primary screen, CHO-K1 cells, PathHunter beta-arrestin, luminescence; AID 2520, 2010; P35414; 0.11% of 330,000 active; 0% DMSO wells, 100% apelin; activation, % at 20 µM;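 active = activation more than six SD over the plate average, tested at 20 µM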;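 also: 0% = DMSO alone and 100% = apelin-13 at 10 nM; some results filed as inactive read as strong as hits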
# Target sequence (P35414 whole entry, looked up): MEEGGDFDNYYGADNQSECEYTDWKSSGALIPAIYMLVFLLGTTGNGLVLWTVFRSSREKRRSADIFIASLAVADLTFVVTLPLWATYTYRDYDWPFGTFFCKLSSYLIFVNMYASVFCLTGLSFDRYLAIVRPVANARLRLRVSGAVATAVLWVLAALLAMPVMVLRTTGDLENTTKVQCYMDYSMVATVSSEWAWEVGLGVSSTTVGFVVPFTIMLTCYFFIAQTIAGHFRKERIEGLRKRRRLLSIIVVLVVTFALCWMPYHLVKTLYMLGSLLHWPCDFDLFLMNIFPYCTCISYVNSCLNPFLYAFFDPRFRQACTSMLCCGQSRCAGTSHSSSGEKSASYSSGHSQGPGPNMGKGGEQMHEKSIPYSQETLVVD
#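 Material: CHO-K1 APJ beta-arrestin complementation cell line; Input: cell density 1000 per well; Incubation: compound stimulation 90 min at 25 °C, detection 60 min; Signal: luminescence from split beta-galactosidase complementation, Galacton Star/Emerald II substrate; Controls: DMSO-only wells as negative, 10 nM Apelin-13 as positive control.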
# UPR XBP1 act – activators of adaptive XBP1 UPR arm, primary screen, cell-based, CHO-XBP1 luciferase reporter, luminescence, uHTS; IRE1-XBP1 UPR activation; percent of tunicamycin response, DMSO as zero; activation, % at 20 µM; 0.33% of 330,000 active; AID 463104, 2010;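 active = versus positive control, 20 µM dose yields 30% or more activation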;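 also: 100% = tunicamycin at 10 µg/mL and 0% = DMSO only wells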
#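 Assay system: CHO-XBP1 luciferase reporter cells; Schedule: 6 h treatment, 37 °C; Detection: glow luminescence from Steady-Glo reagent; Benchmarks: high control tunicamycin 10 µg/mL final, low control DMSO vehicle only.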
# tim23-1 inh – growth inhibitors of tim23-1 mutant yeast, primary screen, luminescence, uHTS; AID 463212, 2010; S. cerevisiae tim23-1 growth, BacTiter-Glo luminescence, 24 h; inhibition, % at 20 µM; 1.3% of 330,000 active;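 active = growth inhibition of the mutant yeast at or above 50%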;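 also: temperature-sensitive mutant grown at 25 °C; plate controls were DMSO-treated mutant yeast for no effect and medium wells lacking yeast for full effect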
# CXCR6 block – CXCR6 receptor inhibitors, primary screen, cell-based, beta-arrestin, luminescence, CHO-K1 PathHunter, 1536-well; C-X-C chemokine receptor type 6 (Homo sapiens), O00574; inhibition, % at 20 µM; 0.36% of 360,000 active; in the data active = inhibition above about 34%, passing the limit was not always enough;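 also: antagonist mode with CXCL16 agonist at 10 nM final; 0% = 10 nM CXCL16 with DMSO and 100% = unstimulated wells without agonist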
# Target sequence (O00574 whole entry, looked up): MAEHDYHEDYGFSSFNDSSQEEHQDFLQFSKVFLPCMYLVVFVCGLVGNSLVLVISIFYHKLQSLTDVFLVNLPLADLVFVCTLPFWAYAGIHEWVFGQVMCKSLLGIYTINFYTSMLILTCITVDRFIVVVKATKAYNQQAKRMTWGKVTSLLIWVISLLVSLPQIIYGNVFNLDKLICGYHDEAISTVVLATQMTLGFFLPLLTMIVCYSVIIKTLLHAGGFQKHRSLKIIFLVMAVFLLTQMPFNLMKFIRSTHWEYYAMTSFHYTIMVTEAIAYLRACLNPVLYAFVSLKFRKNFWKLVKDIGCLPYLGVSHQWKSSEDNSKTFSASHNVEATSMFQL
# EBI2 antag – EBI2 receptor antagonists, beta-arrestin recruitment, primary screen, cell-based, luminescence, 7a,25-OHC stimulation, uHTS. G-protein coupled receptor 183 (Homo sapiens), P32249. 7a,25-OHC stimulated. inhibition, % at 5 µM. 0.81% of 360,000 active. AID 651636, 2012; in the data active = inhibition above about 38%;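 also: enzyme fragment complementation signal reports receptor beta-arrestin coupling in cells; 0% = agonist plus DMSO wells and 100% = wells without agonist; some results beyond the cut were filed as inactive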
# Target sequence (P32249 whole entry, looked up, the tested form may be a part): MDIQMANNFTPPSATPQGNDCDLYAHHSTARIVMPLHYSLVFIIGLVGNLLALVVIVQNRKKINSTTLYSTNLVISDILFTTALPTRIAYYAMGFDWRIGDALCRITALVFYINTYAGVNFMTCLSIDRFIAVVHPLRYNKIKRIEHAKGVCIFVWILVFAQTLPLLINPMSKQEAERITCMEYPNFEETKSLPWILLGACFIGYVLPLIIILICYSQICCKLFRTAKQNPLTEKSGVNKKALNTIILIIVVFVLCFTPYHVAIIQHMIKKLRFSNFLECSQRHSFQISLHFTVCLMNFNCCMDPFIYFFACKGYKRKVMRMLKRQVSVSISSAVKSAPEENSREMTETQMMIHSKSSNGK
# APJ antagonist – antagonists of human apelin receptor APJ, primary screen, CHO-K1 cells, beta-arrestin complementation, luminescence; inhibition, % at 20 µM; 0.32% of 330,000 active; AID 2521, 2010;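 active = inhibition above about 40% at 20 µM, limit read from the data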;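 also: cells challenged with 10 nM apelin-13 agonist together with compound; plate controls were apelin-13 plus DMSO wells for no effect and DMSO wells lacking apelin-13 for full effect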
# * marks the source's active call; other numbers are inactive results; · = no result given.
SMILES,CHOP UPR activ,CCR6 antagonist,Mdm2-MdmX inh,APJ agonist,UPR XBP1 act,tim23-1 inh,CXCR6 block,EBI2 antag,APJ antagonist
CC(C)C1C(C#N)=C(N)SC(N)=C1C#N,1.1,23,-15,-3,1,24,10,-2,-3
CC(CCc1ccccc1)NC(=O)CCNC(=O)c1ccccc1Cl (stereo unspecified),1.1,6,-5,-1,-4,1,6,-4,0
Cc1cc(SCC(=O)NC(=O)NCc2ccco2)nc2ccccc12,-1.2,27,-3,11,0,48,7,2,-6
Cc1cc2cc(CNC(=S)Nc3ccc(OC(F)(F)F)cc3)ccc2n1C,-1.4,3,14,-3,2,25,11,6,-73
Cc1cc(NS(=O)(=O)c2ccc(Nc3nc(-c4sc(N)nc4C)cs3)cc2)no1,-1.3,16,27,-2,-2,-3,1,-33,5
CN(Cc1ccccc1)C(=O)c1nc2ccccn2c1CN1CCc2sccc2C1,-0.6,10,17,0,-2,18,0,16,16
CCn1nc(CC(=O)O)c2ccccc2c1=O,-1.5,-8,1,-2,-1,3,5,0,21
CCCCn1c(N)c(N(CC(C)C)C(=O)c2cnc(C)cn2)c(=O)[nH]c1=O,1.2,-5,3,-6,2,-1,4,-4,4
N#C/C(=C\c1ccc(OCCN2CCOCC2)cc1)C(=O)Nc1ccc(S(N)(=O)=O)cc1,1.2,6,1,4,-1,13,8,4,-10
CCOC(=O)c1cccc(OS(=O)(=O)Cc2ccccc2)c1,-0.3,3,-16,-1,6,25,-2,-5,-31
Cc1cc(=O)[nH]c(SCC(=O)c2c(N)n(C)c(=O)n(C)c2=O)n1,0.2,-5,0,-3,-4,-4,-1,6,-17
CCOc1ccc(N=C2Sc3nc4ccc(C)cc4cc3CN2CCOC)cc1,-0.3,7,1,2,-4,34,6,12,0
O=C(N/C(=C/c1cccs1)C(=O)N1CCOCC1)c1cccs1,-1.1,-10,25,-1,-2,4,5,-6,-2
CC(=O)OCC(=O)NCCCOc1cccc(CN2CCCCC2)c1,0.4,7,-21,0,-5,4,3,-1,-13
CCS(=O)(=O)C1=NN2C(=N)/C(=C\c3ccc(OC(=O)c4ccco4)c(OC)c3)C(=O)N=C2S1,-0.3,10,16,-7,1,16,5,-20,13
C[C@H](NC(CCc1ccccc1)C(=O)O)C(=O)N1CCC[C@H]1C(=O)O (stereo partly specified),-1.2,·,-13,1,-4,7,·,·,5
COc1ccc(-c2nnc(NC(=O)c3ccc([N+](=O)[O-])o3)o2)c(OC)c1,0.1,-7,11,13,-3,-5,2,-33,-83
COc1ccc(CCNC(=O)c2ccc3nc4cc(Cl)ccc4c(=O)n3c2)cc1OC,1.3,9,13,1,4,-8,-5,4,0
COc1ccc(Cn2cc([N+](=O)[O-])nc2C)cc1[N+](=O)[O-],2.3,7,-26,-2,0,6,-5,-1,-1
COC(=O)C1=CNC=C(C(=O)OC)C1c1ccc(C(=O)OC)cc1,-0.1,-4,16,-3,0,-4,2,0,-13
CCC(=O)Nc1ccc(NC(=O)c2ccc3ccccc3c2)cc1,0.2,10,-9,3,-2,-7,-6,8,-13
CC1CN(Cc2nc3c(c(=O)n(C)c(=O)n3C)n2Cc2cccc(Cl)c2)CC(C)O1 (stereo unspecified),-0.4,11,-27,-6,-2,18,8,5,-3
O=C(NCCN1CCOCC1)/C(=C/c1ccccc1)NC(=O)c1ccccc1,0.5,4,33,-1,-3,7,-3,-8,19
O=S(=O)(c1ccc2nc(-c3ccco3)c(-c3ccco3)nc2c1)N1CCOCC1,-0.1,13,34,-5,-1,5,6,-3,-17
CCNC(=O)Nc1cc(OC)c(OC)cc1C(=O)O,0.7,-3,-14,-4,-1,6,-17,1,4
COC(=O)[C@]1(C)CCC[C@@]2(C)C3CC[C@@]4(C)C[C@]3(CCC21)CC(=O)N4 (stereo partly specified),0.8,0,5,2,2,37,4,-7,9
O=C(O)c1ccc(CSc2nc3ccccc3o2)cc1,-1.6,-4,-4,-1,0,19,9,-5,6
O=C(CSc1nncn1-c1ccccc1)NCc1cccs1,-0.2,-7,4,-3,3,19,11,-12,-13
Cc1ccc(C(=O)OCc2nnc(-c3ccccc3)o2)s1,-0.4,-2,17,-1,-1,32,0,-7,-7
Cc1cccc(CN2CCN(Cc3cccc(-n4cccn4)c3)CC2CCO)n1 (stereo unspecified),-0.2,1,5,2,-2,9,-6,1,-1
O=C(COC(=O)C1CC1)NC(=O)NCc1ccccc1,0.6,6,-22,0,0,-5,8,-2,3
COc1cccc(OC)c1C(=O)OCC(=O)N1CCC(Cc2ccccc2)CC1,1.0,7,-2,-7,1,-4,-2,5,-3
O=C(C1CCC(=O)N(C2CCCCCC2)C1)N1CCN(c2ccccc2Cl)CC1 (stereo unspecified),4.4,12,-17,-4,3,19,2,4,1
N#CC1=C(N)Oc2n[nH]c(-c3cccnc3)c2C1c1ccc([N+](=O)[O-])o1 (stereo unspecified),-0.7,11,17,9,0,37,4,-9,-55
COc1ccccc1CCNC(=O)c1cnccn1,0.0,-11,14,-4,-2,4,-5,-4,11
Cc1ccc(/C=C/C(=O)NCc2cccs2)cc1,4.4,12,-89,2,3,13,-4,53*,-2
CCOc1ccc(S(=O)(=O)N2CCOCC2)cc1NS(=O)(=O)c1ccc(OC)c([N+](=O)[O-])c1,-0.7,-7,12,-2,-1,16,-2,2,29
CCn1c(COc2ccccc2C)nnc1SCC(=O)O,-0.7,-4,-9,0,0,0,1,-6,0
Cc1cc(Cl)ccc1OCC(=O)Nc1ccccc1C(=O)N1CCOCC1,-0.6,9,1,-5,-6,7,-13,-7,-5
Cn1nnnc1SCC(=O)NCc1ccco1,0.5,-2,32,2,2,10,-4,-9,3

# Full records as entered above.
# Entry for CCn1c(COc2ccccc2C)nnc1SCC(=O)O → CHOP UPR activ: -0.7; CCR6 antagonist: -4; Mdm2-MdmX inh: -9; APJ agonist: 0; UPR XBP1 act: 0; tim23-1 inh: 0; CXCR6 block: 1; EBI2 antag: -6; APJ antagonist: 0
# Entry for N#CC1=C(N)Oc2n[nH]c(-c3cccnc3)c2C1c1ccc([N+](=O)[O-])o1 (stereo unspecified) → CHOP UPR activ: -0.7; CCR6 antagonist: 11; Mdm2-MdmX inh: 17; APJ agonist: 9; UPR XBP1 act: 0; tim23-1 inh: 37; CXCR6 block: 4; EBI2 antag: -9; APJ antagonist: -55

# (further entries)
SMILES,CHOP UPR activ,CCR6 antagonist,Mdm2-MdmX inh,APJ agonist,UPR XBP1 act,tim23-1 inh,CXCR6 block,EBI2 antag,APJ antagonist
NC(=O)c1nc(-c2cccs2)nc2c1[nH]c(=O)n2-c1ccc(F)cc1,-1.3,6,100*,2,2,2,-4,-1,-89
Cc1noc(C)c1CSCC(=O)Nc1nc2ccccc2s1,0.0,11,-18,-2,1,18,-13,-2,9
CCC(=O)Nc1nnc(-c2ccncc2)s1,-0.1,-10,3,-4,2,4,-6,-8,2
C=CCNC(=O)CN1CCC(n2nnc3cc(C(F)(F)F)ccc32)CC1,-0.6,-8,9,-4,-4,6,1,-5,20
CCn1c(=O)[nH]c2cc(Cl)c(Cl)cc21,-1.1,0,37,-2,-5,28,-5,1,5
CCOC(=O)c1cc(C)sc1/N=C/C1=C(O)CCCC1=O,0.2,7,19,-2,-4,-3,-1,-9,16
O=C(O)c1ccc(N2C(=O)CC(Cc3ccccc3)C2=O)cc1 (stereo unspecified),1.7,7,16,-2,-1,4,3,-6,10
Cc1cc(C)c(C(=O)COC(=O)C2CC3CCCC(C2)C3=O)c(C)c1 (stereo unspecified),-1.5,-1,15,-4,0,31,7,23,11
COc1ccc(CC(=O)OCC(=O)Nc2ncc(Cl)c(C)c2Cl)cc1,-0.5,8,-1,-4,-2,40,7,-4,13
COc1ccc(C)cc1NC(=O)COC(=O)c1ccc2ccccc2n1,2.4,15,10,-4,0,36,-4,-8,10
CN(CC(=O)N1CCCCCC1)S(=O)(=O)c1ccc(Br)cc1,1.1,-8,7,3,-3,8,1,3,1
CC1(OC(=O)C2CCCC2)C(=O)C=C2C=C(c3ccsc3)N(CC3CC3)C=C2C1=O (stereo unspecified),-0.5,-10,10,28,-1,11,-15,-27,0
COc1ccc(/C=C2/N=C(SC)NC2=O)cc1OC,0.7,7,2,1,4,19,-3,6,9
CCCc1cc2c(cc1NC(=O)c1ccco1)OCO2,0.0,7,26,-2,0,-7,-3,-6,7
Cc1cc(S(=O)(=O)c2ccc([N+](=O)[O-])cn2)ccc1Br,-10,-6,99*,19,-10,86*,16,13,-35
Cc1cc(C(=O)N/N=C/c2ccc([N+](=O)[O-])s2)n[nH]1,3.1,-3,21,2,0,48,-6,-7,-27
Cc1ccc(S(=O)(=O)Nc2nc3ccccc3nc2NCc2ccco2)cc1C,-0.6,9,8,-4,-1,36,-3,7,-24
CC1(C)CC(=O)C=C(C(=O)NC2CCCc3c2cnn3-c2cc(F)cc(F)c2)O1 (stereo unspecified),3.2,4,23,-6,-2,4,-3,-9,-10
Cc1ccc(CNC(=O)CSc2c3c(nc4cc(Cl)ccc24)CCCC3)o1,4.1,12,5,-1,-2,20,4,11,-5
Fc1ccccc1N1CCN(Cc2cnc(Cl)s2)CC1,-0.9,16,19,-5,3,-2,-3,-1,5
CC(C)C1CC(C(F)(F)F)n2nc(C(=O)O)cc2N1 (stereo unspecified),0.9,-15,19,-4,-4,-8,-3,1,2
CC(C)[C@H](NC(=O)c1ccc(Cl)c([N+](=O)[O-])c1)C(=O)NCc1ccc(F)cc1,3.1,-7,13,-1,-4,-15,-7,0,-4
C[C@H](CO)N1C[C@H](C)[C@@H](CN(C)C(=O)Nc2ccc3c(c2)OCO3)Oc2c(NS(=O)(=O)c3ccc(F)cc3)cccc2C1=O,1.5,0,13,1,-2,-6,-3,-3,12
Cc1onc(-c2ccccc2Cl)c1C(=O)Nc1ccc(Cl)cn1,0.5,5,20,-5,6,26,5,-6,5
CCOC(=O)C1CCCN(C2CC(=O)N(c3cccc(C(F)(F)F)c3)C2=O)C1 (stereo unspecified),0.7,9,12,-1,1,33,0,-1,-3
Cc1ccc(NCC(=O)Nc2c(C)n(C)n(-c3ccccc3)c2=O)cc1S(=O)(=O)N(C)C,-0.4,4,6,-1,-1,4,-2,1,-4
COc1ccc(-c2nc(CS(=O)CC(=O)NCc3ccc(Cl)cc3)c(C)o2)cc1 (stereo unspecified),-3.2,3,9,-2,-3,13,7,6,16
CCn1c(=O)n(CC)c2cc(S(=O)(=O)N3CCCCC3)c(C)cc21,0.1,-1,23,-2,-1,19,-4,1,-2

# High-throughput results: PubChem, Sanford-Burnham Center for Chemical Genomics

# An excerpt, so the mix of outcomes need not match the whole.
